Assay outcomes from PubChem BioAssay.
Pf Dd2 growth = Plasmodium falciparum Dd2 growth inhibition; P. falciparum Dd2 growth, SYBR Green, 72 h; Potency, µM (titrated, usually from 28.9 µM), without a hit: top-dose activity, negative = inhibition, usual class: inhibitors; 120,000 compounds, 4.3% hits; AID 1347417; active = well fitted inhibition curve with a large enough effect; inconclusive = small, poorly fitted or top-dose-only effect; inactive = no such curve, though single readings can be large or run the other way;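 also: plate controls were DMSO vehicle for no effect and reference drug for full effect; nearly all actives have a fitted effect of over 65% in size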
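Readout: SYBR Green fluorescence, 485 nm excitation, 535 nm emission, after ~16 h lysis at 37C. Before that, Dd2-infected red cells (2.5% hematocrit) grew 72 h with compound, 29 uM top final concentration.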
Active calls of the source: *; & = joins results of further samples; [ ] = dose if it differs, or a comment. Potency is read from the fitted curve at half-maximal effect. An excerpt; count on the stated rates, not on these rows.

For Cc1cc(C)c(C)c(S(=O)(=O)N2CCn3c(nn(CC4CC4)c3=O)C2)c1C the results were Pf Dd2 growth inconclusive.
Screening Cc1nc(-n2nc(C)c(CCC(C)C)c2C)sc1C(=O)Nc1ccc(Br)cc1 returned Pf Dd2 growth 13%.
CN1CCCC(CNc2ncc(C(C)(C)C(=O)O)c(N3CCOCC3)n2)C1 (stereo not drawn) was read as Pf Dd2 growth -9%.
CN(Cc1noc2c1CCCC2)C(=O)Cn1cccc(C(F)(F)F)c1=O was read as Pf Dd2 growth 3%.
Screening CCc1nccc(-c2c(-c3ccccc3)ncn2CC(O)c2ccccc2)n1 (stereo not drawn) returned Pf Dd2 growth inconclusive.
CN1C(=O)CCCCC1C(=O)N1CCCC1 (stereo not drawn) was read as Pf Dd2 growth inactive.
CCOC(=O)c1c(NC(=O)COc2ccccc2F)sc2c1CCCC2 was read as Pf Dd2 growth -12%.
For CCCN1CCN(C(=O)Cc2cccn2-c2ccc(F)cc2)CC1 the results were Pf Dd2 growth inactive.
For CCc1n[nH]c(CC2CCN(C(=O)COc3ccc(F)cc3)CC2)n1 the results were Pf Dd2 growth inconclusive.
For COc1ccc(CNC(=O)C2=CC(c3ccc(OC)c(OC)c3)=NS(=O)(=O)N2C)cc1 the results were Pf Dd2 growth 4%.
`COCC(=O)NC[C@H]1O[C@@H](CO)[C@@H](O)[C@H]1N1CCOCC1` gave Pf Dd2 growth 4%[44.1 µM].
For CCc1nc(-c2cc(S(=O)(=O)N3CCN(c4ccccc4OC)CC3)ccc2OC)no1 the results were Pf Dd2 growth 8%.
Screening Cc1ncc2n1C(=O)N(C1CCN(Cc3cccc(C(F)(F)F)c3)CC1)C2 returned Pf Dd2 growth inconclusive.
CC(C)(C)CN1CCNc2cc(Nc3cccnc3)ncc2C1 was read as Pf Dd2 growth -20%[44.1 µM].
`CCN1C(=O)CCC2(C(=O)Nc3ccc(N4CCOCC4)cc3)CCCC=C12` (stereo not drawn) gave Pf Dd2 growth -18%.
`COc1ccc(S(=O)(=O)N2CCC(c3noc(C4CC4)n3)C2)cc1` (stereo not drawn) gave Pf Dd2 growth 22%[5.79 µM].
For COc1cc(NC(=O)N2CCC(Oc3ncccc3C(=O)N(C)C)C2)cc(OC)c1OC (stereo not drawn) the results were Pf Dd2 growth -4%.
`COCC1CN(C2CCC2)CC12CCN(C(=O)c1nccn1C)CC2` (stereo not drawn) gave Pf Dd2 growth -8%.
Screening CC(=O)N1CCC([C@@H]2CN(Cc3ccc(C#N)cc3)C[C@H]2CO)CC1 returned Pf Dd2 growth -8%.
CCNC(=O)N1c2ccccc2CC1c1nc(C2CC2)no1 (stereo not drawn) was read as Pf Dd2 growth inactive[5.79 µM].
Screening Clc1cc(N2CCC(N3CCCCC3)CC2)n2nccc2n1 returned Pf Dd2 growth inactive.
For CCOC(=O)c1cccnc1SCC(=O)N(CC)c1cccc(C)c1 the results were Pf Dd2 growth inconclusive.
`O[C@@H]1C[C@@H](c2nc(-c3ccc4c(c3)OCO4)no2)N(Cc2cccc(OC(F)(F)F)c2)C1` gave Pf Dd2 growth -10%.
`CS(=O)(=O)N(C1CC1)C1CCOC2(CCN(C(=O)CCC3CCCC3)CC2)C1` (stereo not drawn) gave Pf Dd2 growth -6%.
For CC(C)(C)c1ccc(-c2cc(C[C@H]3CNCC[C@H]3CC(=O)NCc3cccs3)no2)cc1 the results were Pf Dd2 growth inconclusive.
Screening C#CCN(C)C[C@H]1CN2CC[C@H]1C[C@@H]2CNC(=O)Nc1ccc(OC)cc1 returned Pf Dd2 growth 3%[44.1 µM].
Screening COc1ccc(NC(=O)CC2CCCN(c3cnn(CC4CC4)c(=O)c3)C2)cc1 (stereo not drawn) returned Pf Dd2 growth inactive.
For Cc1ccccc1S(=O)(=O)N1CCC(c2noc(-c3cccnc3)n2)C1 (stereo not drawn) the results were Pf Dd2 growth -6%[5.79 µM].
CN(Cc1cccc(O)c1)C(=O)[C@H]1C[C@@H](C(=O)O)N(C)[C@H]1c1ccccc1F was read as Pf Dd2 growth -2%.
Screening O=C(c1cc(F)ccc1F)N1CCC(c2n[nH]c(=O)n2-c2ccccc2)CC1 returned Pf Dd2 growth 36%[activator].
N#CCn1nc2n(c1=O)CCN(C(=O)Cc1ccsc1)CC2 was read as Pf Dd2 growth -3%.
Cc1coc2cc3oc(=O)c(CC(=O)NCc4ccc(F)cc4)c(C)c3cc12 was read as Pf Dd2 growth -6%.
`COCc1nc(C2CCCNC2)no1` (stereo not drawn) gave Pf Dd2 growth 58%[activator].
For COc1ccc2c(CNCCc3cccs3)c(C(=O)O)n(Cc3ccccc3C)c2c1 the results were Pf Dd2 growth inconclusive.
`COCCNC(=O)[C@H]1C[C@H](Oc2cccnc2)CN1C(=O)NCc1ccc(OC)cc1` gave Pf Dd2 growth 9%.
N#Cc1cccnc1Oc1ccccc1CN1CCCCC1 was read as Pf Dd2 growth inconclusive.
`Cc1cccc(NC(=O)CSc2cn(CC(=O)N3CCCC3)c3ccccc23)c1C` gave Pf Dd2 growth -22%.
For Cc1ccccc1C(=O)N1C[C@@H](COCC2CC2)[C@H](c2ccncc2)C1 the results were Pf Dd2 growth -23%.
`COC1CN(c2cccc(F)c2)C12CCN(C(=O)c1ccncc1)CC2` (stereo not drawn) gave Pf Dd2 growth inactive.
Screening COC(=O)c1ccccc1NC(=O)c1ccc(CN2CC(=O)N3CCCCC3C2=O)cc1 (stereo not drawn) returned Pf Dd2 growth 25%.
For Cc1noc(-c2nc(-c3ccc(F)c(F)c3)no2)n1 the results were Pf Dd2 growth -4%.
`CC(C)OCc1cc(CN2CCN(c3cccc(C(F)(F)F)c3)CC2)c(O)c2ncccc12` gave Pf Dd2 growth 1.4µM*.
Screening CCOC(=O)c1cnc2c(ccc3ccccc32)c1Nc1cccc(C(F)(F)F)c1 returned Pf Dd2 growth inconclusive.
Screening CCC(NCc1cn(CCC(N)=O)c2ccccc12)c1cccs1 (stereo not drawn) returned Pf Dd2 growth -24%.
For O=c1[nH]c(C2CCCN(Cc3cccnc3)C2)nn1-c1ccccc1 (stereo not drawn) the results were Pf Dd2 growth inactive.
Screening COC(=O)CNC(=O)c1cc(-c2ccc(Cl)nc2)nc2c1cnn2C returned Pf Dd2 growth 5%.
`CCCNC(=O)C1(CCO)CCN(c2ncccn2)C1` (stereo not drawn) gave Pf Dd2 growth 31%[activator].
Screening O=C([C@@H]1C[C@H](F)CN1C(=O)c1cccc(Br)c1)N1CCCCC1 returned Pf Dd2 growth 43%[activator].

Structural class: those above with bromine (two)
Screening Cc1nc(-n2nc(C)c(CCC(C)C)c2C)sc1C(=O)Nc1ccc(Br)cc1 returned Pf Dd2 growth 13%.
Screening O=C([C@@H]1C[C@H](F)CN1C(=O)c1cccc(Br)c1)N1CCCCC1 returned Pf Dd2 growth 43%[activator].

Next section:
Screening COCc1cc(C[C@@H]2CC[C@H](O)[C@@H](CNC3CCN(C)CC3)O2)no1 returned Pf Dd2 growth 28%[44.1 µM].
`CCc1ccc(NC(=O)Cn2c(=O)n(-c3ccccc3C)c(=O)c3c2c2cc(OC)ccc2n3C)cc1` gave Pf Dd2 growth inconclusive.
COc1ccc(OC)c(C(O)Cn2ccn3nc(-c4ccc(C(C)C)cc4)cc3c2=O)c1 (stereo not drawn) was read as Pf Dd2 growth inconclusive.
CCOc1cc(CN2CCOc3ccc(C(=O)NCc4ccc(C)cc4)cc3C2)ccc1O was read as Pf Dd2 growth inconclusive.
Screening Cn1ccnc1-c1cn(CC2(c3ccccc3F)CCCC2)nn1 returned Pf Dd2 growth inactive.
Cc1cc(C)n(-c2nc3ccccc3nc2Nc2ccc(Cl)cc2Cl)n1 was read as Pf Dd2 growth 43%[activator].
CC(=O)c1ccc(N2C(=O)N(Cc3cccc(C(F)(F)F)c3)c3ccccc3S2(=O)=O)cc1 was read as Pf Dd2 growth 4%.
`CCc1noc(-c2ccn3c(CNC(=O)c4ccccc4F)nnc3c2)n1` gave Pf Dd2 growth -27%.
Screening CCc1nc2c(c(-c3ccc(Cl)cc3)n1)CN(Cc1cccc3ccccc13)CC2 returned Pf Dd2 growth -1%.
`COc1cccc(Cn2nnc(C(=O)Nc3cc(C)ccc3C)c2N)c1` gave Pf Dd2 growth -32%.
O=C(NCCc1ccc(Cl)cc1)C1CCN(Cc2cc3ccccc3n2Cc2ccccc2)CC1 was read as Pf Dd2 growth inconclusive.
`COc1ccccc1-c1nc(CNC(=O)Nc2ccccc2)c(C)o1` gave Pf Dd2 growth 48%[activator].
`Cc1noc(C)c1-c1cc2cc(CN(C)C)oc2c(Nc2cccnc2)n1` gave Pf Dd2 growth inconclusive.
COc1ccc(C(=O)N2CCN(c3cc(-c4ccc(F)cc4)[nH]n3)CC2)cc1OC was read as Pf Dd2 growth inactive.
Screening Cc1cc(F)ccc1NC(=O)C(c1ccccc1)N1Cc2ccccc2C1=O (stereo not drawn) returned Pf Dd2 growth inactive.
`CCOC(=O)N1CCN(Cc2nc3cc(NC(=O)c4ccc(OC)cc4)ccc3n2C(C)C)CC1` gave Pf Dd2 growth -26%.
`O=C(COc1ccccc1F)Nc1ccc2nc(SCC(=O)N3CCCC3)sc2c1` gave Pf Dd2 growth inconclusive.
Screening COc1ccc(N2CCN(Cc3cc(=O)oc4ccc(OC)cc34)CC2)cc1 returned Pf Dd2 growth -13%.
For Cc1ccc(C(=O)N2CCc3nc(-c4cn[nH]c4)[nH]c3C2)cc1N1CCNC1=O the results were Pf Dd2 growth -15%.
For COc1ccc(F)c(-c2nc(COc3ccc(-n4cnnc4)cc3)c(C)o2)c1 the results were Pf Dd2 growth -18%.
`CC(C)NC(=O)NC[C@H]1O[C@@H](CO)[C@@H](O)[C@H]1N(C)CCN(C)C` gave Pf Dd2 growth 1%[44.1 µM].
CCN(C1CCOCC1)C1CN(C(=O)c2cccs2)C1 was read as Pf Dd2 growth -19%.
`COCC1CN(C(=O)c2ccc(OC)cc2OC)CC12CCOCC2` (stereo not drawn) gave Pf Dd2 growth 15%.
For CCc1ccc(N2CC(c3noc(-c4ccc(OC)cc4)n3)CC2=O)cc1 (stereo not drawn) the results were Pf Dd2 growth 29%.

Reprinted from the results shown, 4 compounds:
`Cc1noc(C)c1-c1cc2cc(CN(C)C)oc2c(Nc2cccnc2)n1` gave Pf Dd2 growth inconclusive.
COc1ccc(C(=O)N2CCN(c3cc(-c4ccc(F)cc4)[nH]n3)CC2)cc1OC was read as Pf Dd2 growth inactive.
Screening Cc1cc(F)ccc1NC(=O)C(c1ccccc1)N1Cc2ccccc2C1=O (stereo not drawn) returned Pf Dd2 growth inactive.
`CCOC(=O)N1CCN(Cc2nc3cc(NC(=O)c4ccc(OC)cc4)ccc3n2C(C)C)CC1` gave Pf Dd2 growth -26%.

Later entries:
For Cc1ccc(S(=O)(=O)Nc2cccc(-c3cn4cccc(C)c4n3)c2)c(C)c1 the results were Pf Dd2 growth -4%.
`CC(=O)N1CCc2c(sc3c2c(=O)n(Cc2ccccc2)c(=O)n3Cc2cc(C)ccc2C)C1` gave Pf Dd2 growth -16%.
For Cc1cc2c(cc1NS(=O)(=O)c1ccc(NC(=O)CC(C)C)cc1)n(C)c(=O)c(=O)n2C the results were Pf Dd2 growth 0%.
For O=c1cc(-c2cnccn2)oc2c(-c3cn[nH]c3)nccc12 the results were Pf Dd2 growth -12%[44.1 µM].
For O=C(NC[C@H]1C[C@@H]2CCN1C[C@@H]2CN1CCN(c2ccccc2)CC1)Nc1ccsc1 the results were Pf Dd2 growth inconclusive.
`CC(C)NC(=O)N1CCC2(CCCCO2)CC1` gave Pf Dd2 growth -3%.
For Cc1ccc(OCC(=O)Nc2ccc3nc(SCC(=O)Nc4ccc(C)cc4C)sc3c2)cc1 the results were Pf Dd2 growth -25%.
`COc1ccc(CNC(=O)c2nnn(CC(=O)Nc3cc(C)cc(C)c3)c2N)cc1` gave Pf Dd2 growth 1%.
Screening O=c1n(CC2CC2)nc2n1CCN(S(=O)(=O)c1cccnc1)CC2 returned Pf Dd2 growth inactive.
For O=C(c1ccc(C(F)(F)F)cc1)N1CCc2nc(-c3ccc(Cl)cc3)nc(-c3ccccc3)c2C1 the results were Pf Dd2 growth inconclusive.
CC(C)CCN1CCn2c(nn(-c3ccc(F)cc3F)c2=O)C1 was read as Pf Dd2 growth -18%[44.1 µM].
Screening OCC1(Cc2ccccc2)CCCN(Cc2cn[nH]c2-c2ccc(F)cc2)C1 (stereo not drawn) returned Pf Dd2 growth inconclusive.

Reprinted from the part before: 2 entries, then new ones.
CC(C)CCN1CCn2c(nn(-c3ccc(F)cc3F)c2=O)C1 was read as Pf Dd2 growth -18%[44.1 µM].
Screening OCC1(Cc2ccccc2)CCCN(Cc2cn[nH]c2-c2ccc(F)cc2)C1 (stereo not drawn) returned Pf Dd2 growth inconclusive.
Screening CN1CCCC2(Cc3ccccc3CN(C(=O)c3ccccc3)C2)C1 (stereo not drawn) returned Pf Dd2 growth -15%.
CC(=O)c1ccc(NC(c2ccc(F)cc2)c2nnc(-c3ccccc3)o2)cc1 (stereo not drawn) was read as Pf Dd2 growth 3%.
Screening O=S(=O)(c1ccc(Cl)cc1)c1nc(-c2cccs2)oc1SCc1ccccc1F returned Pf Dd2 growth -19%.
`C[S+](=O)([O-])N1CCC2(CC1)C(=O)NN=C2C1CC1` gave Pf Dd2 growth 8%[44.1 µM].
For CC(=O)c1ccc(NC(=O)CSc2ccc3nc(-c4ccccc4)cn3n2)cc1 the results were Pf Dd2 growth inconclusive.
`CS(=O)(=O)N1CCN(C2CCNCC2)C(=O)C1` gave Pf Dd2 growth 3%.
`COc1cccc(-c2ccc3ncn(-c4ccc(F)cc4F)c(=O)c3n2)c1OC` gave Pf Dd2 growth inconclusive.
For CC(C)NC(=O)c1nc(-c2cccc(F)c2)c2cnccn12 the results were Pf Dd2 growth inconclusive.
For CN(C)Cc1nnc(C2CC(NC(=O)Cc3c(F)cccc3Cl)C2)n1C (stereo not drawn) the results were Pf Dd2 growth -25%&-4%.
